Screens as filed in PubChem BioAssay.
PI5P4Ka inh: qHTS for Inhibitors of phosphatidylinositol 5-phosphate 4-kinase (PI5P4K) | Phosphatidylinositol 5-phosphate 4-kinase type-2 alpha (Homo sapiens), P48426 | PI5P4Kalpha enzyme, ADP-Glo luminescence, 60 min; stronger effect = lower value | max response, % | hit rate 1.2% among 330,000; active = max response of -50% or lower; inconclusive = between -30% and -50%; inactive = -30% or higher; note: value at the top dose of about 77 µM; % is set by controls: 0 for no effect and ±100 for the full control effect
Target sequence (P48426 whole entry, looked up): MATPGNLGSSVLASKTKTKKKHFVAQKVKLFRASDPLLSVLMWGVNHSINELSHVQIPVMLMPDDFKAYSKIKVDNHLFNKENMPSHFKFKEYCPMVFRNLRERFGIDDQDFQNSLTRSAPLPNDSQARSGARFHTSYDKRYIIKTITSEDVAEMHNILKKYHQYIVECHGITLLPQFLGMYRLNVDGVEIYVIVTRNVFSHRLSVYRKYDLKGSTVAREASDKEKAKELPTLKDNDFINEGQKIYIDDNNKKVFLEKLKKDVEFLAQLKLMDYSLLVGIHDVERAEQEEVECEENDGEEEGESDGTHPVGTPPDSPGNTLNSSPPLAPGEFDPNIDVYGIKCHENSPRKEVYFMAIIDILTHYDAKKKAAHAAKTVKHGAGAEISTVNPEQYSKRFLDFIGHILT
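Compounds were pin-transferred onto PI5P4Kalpha and substrate in HEPES pH 7.4 buffer with EGTA, CHAPS and 5% DMSO. ATP (5 microM final) started the reaction, which ran 60 minutes at room temperature before ADP-Glo detection.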
PTHR1 ag: qHTS for PTHR1 Agonists: Primary Screen | Parathyroid hormone/parathyroid hormone-related peptide receptor (Homo sapiens), Q03431 | HEK293 GP2 PTHR1 cells, GloSensor cAMP luminescence, 1 h | Potency, µM (titrated, usually from 115 µM), for inactives: at the highest dose activation, hits mostly activators | hit rate 0.075% among 410,000 | AID 743266, 2014; note: potency is the fitted concentration of half-maximal effect; nearly all actives have a fitted effect of over 55% in size; some results filed as inactive show a strong effect at the top dose; inactives centre near -15; many of its hits are not listed in these tables
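HEK-293-derived GP2 cells expressing PTHR1 and a GloSensor cAMP reporter, 3,000/well, plated overnight, given luciferin plus IBMX (each 0.5 mM as added) for 1 h at 37 °C, then compound for 1 h at 37 °C. Luminescence was read after 15 min at room temperature.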
GLP1R ag: qHTS of GLP-1 Receptor Agonists | HEK293 GLP-1R CRE-luciferase, luminescence, 4-6 h; cells express a hypersensitive GLP-1R form | Potency, µM (titrated, usually from 45.6 µM), without a hit: at the top dose activation, usual class: activators | hit rate 0.007% among 380,000; note: potency is the fitted concentration of half-maximal effect; % of control where 0% means no effect
EPAC1 agonist: qHTS for Agonist of cAMP-regulated guanine nucleotide exchange factor 3 (EPAC1): primary screen. Rap guanine nucleotide exchange factor 3 (Homo sapiens), O95398. EPAC1 agonist qHTS, biochemical assay; response scale: 100% = response to 6.5 mM cAMP. Potency, µM (highest dose often 154 µM), for inactives: at the top dose activation, usual class: activators. hit rate 0.073% among 360,000. AID 720707, 2013; note: potency is the fitted concentration of half-maximal effect; nearly all actives have a fitted effect of over 60% in size
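Fluorescent GDP-exchange assay: 100 nM EPAC1 with 250 nM Rap1B preloaded with BODIPY-GDP and 50 uM GDP; compounds tested as concentration series, 5 min at room temperature, then read every 5 min for 30 min (ex 480/em 540 nm); normalized to 6.5 mM cAMP.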
GLP1R inv ag: qHTS of GLP-1 Receptor Inverse Agonists (Inhibition Mode); Glucagon-like peptide 1 receptor (Homo sapiens), P43220; HEK293 GLP-1R CRE-luciferase, luminescence, 24 h; GLP-1R form is constitutively active; Potency, µM (titrated, usually from 38.3 µM), inactives show at the highest dose activity change, negative = inhibition, hits mostly inhibitors; hit rate 1.6% among 410,000; AID 624417, 2012; note: potency is the fitted concentration of half-maximal effect; % is set by controls: 0 for no effect and ±100 for the full control effect; nearly all actives have a fitted effect of over 55% in size
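Using stably transfected HEK293 (constitutively active GLP-1R, cAMP-luciferase reporter), compounds were incubated 24 hr and luciferase measured by luminescence.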
IL2 activator: qHTS of IL-2 Activators | IL-2 activation reporter assay, cell-based qHTS; stimulated with anti-CD3/CD4/CD28 beads; in transgenic mouse T cells | activation, % (series mostly up to about 46 µM) | hit rate 0.065% among 360,000 | AID 652025, 2013; in the data active = activation above about 50%; inconclusive = mostly about 30% to 49%; note: 0% is about no effect
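Readout: EGFP and DsRed signals by fluorescent plate cytometry. Unstimulated transgenic mouse T cells received compound 60 min before antibody-bead stimulation, then incubated 18 h at 37 degrees C.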
HEK293 tox: qHTS of GLP-1 Receptor Inverse Agonists: Cytotox Screen; Potency, µM (titrated, usually from 38.3 µM), inactives show top-dose activity change, negative = inhibition, actives largely listed as inhibitors; AID 624418, 2012; hit rate 0.13% among 410,000; HEK293 cAMP-luciferase reporter cells, luminescence, 24 h;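 note: loss of luciferase light is scored as toxicity; potency is the fitted concentration of half-maximal effect; % is set by controls: 0 for no effect and ±100 for the full control effect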
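Quantitative HTS format, 1536 wells, 200 cells/uL seeded. Compounds: 23 nL, 24 h, 37 °C. Detection: luciferase reagent, luminescence at 12 min RT; decreased signal taken as cytotoxic.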
EPAC1 antagonist: qHTS for Antagonist of cAMP-regulated guanine nucleotide exchange factor 3 (EPAC1): primary screen; AID 720709, 2013; Potency, µM (titrated, usually from 115 µM), inactives show top-dose activity change, negative = inhibition, most hits filed as inhibitors; hit rate 0.14% among 360,000; EPAC1 GEF assay, Rap1b-BODIPY-GDP exchange fluorescence; Rap guanine nucleotide exchange factor 3 (Homo sapiens), O95398;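 note: potency is the fitted concentration of half-maximal effect; plate controls were vehicle for no effect and positive control for full effect; nearly all actives have a fitted effect of over 50% in size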
PLK1 PBD block: qHTS for Inhibitors of PLK1-PDB (polo-like kinase 1 - polo-box domain): Primary Screen; Serine/threonine-protein kinase PLK1 (Homo sapiens), P53350; Plk1 PBD binding of FITC phosphopeptide, fluorescence polarization; Potency, µM, for inactives: max response, negative = inhibition, most hits filed as inhibitors; hit rate 2.8% among 360,000; AID 720504, 2013; note: potency is the fitted concentration of half-maximal effect; series mostly up to about 57 µM; % is set by controls: 0 for no effect and ±100 for the full control effect; nearly all actives have a fitted effect of over 65% in size
Target sequence (P53350 whole entry, looked up, the tested form may be a part): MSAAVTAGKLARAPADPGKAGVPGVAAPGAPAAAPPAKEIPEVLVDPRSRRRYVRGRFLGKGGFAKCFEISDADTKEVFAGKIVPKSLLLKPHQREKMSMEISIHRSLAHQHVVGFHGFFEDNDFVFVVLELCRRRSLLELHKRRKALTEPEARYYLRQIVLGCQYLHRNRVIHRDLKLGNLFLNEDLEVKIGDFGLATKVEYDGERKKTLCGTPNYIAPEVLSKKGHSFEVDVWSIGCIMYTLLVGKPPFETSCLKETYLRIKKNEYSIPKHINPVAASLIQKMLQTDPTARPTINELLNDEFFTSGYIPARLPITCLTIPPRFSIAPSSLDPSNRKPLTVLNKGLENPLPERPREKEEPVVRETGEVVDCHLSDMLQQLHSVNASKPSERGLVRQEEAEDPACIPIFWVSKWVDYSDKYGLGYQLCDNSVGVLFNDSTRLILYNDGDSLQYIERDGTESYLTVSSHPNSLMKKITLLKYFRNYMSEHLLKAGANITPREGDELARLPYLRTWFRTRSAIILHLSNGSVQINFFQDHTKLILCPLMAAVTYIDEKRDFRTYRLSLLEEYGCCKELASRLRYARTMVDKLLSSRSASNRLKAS
Starred values were filed as active, the others as inactive; [ ] = remark or other dose. Unless noted, calls come from the whole dose curve; as a rule, active = well fitted curve in the direction sought with a large enough effect; inconclusive = small, poorly fitted or top-dose-only effect, or another doubt; inactive = no such curve, though single readings can be large; an effect the other way counts as inactive or inconclusive. Only part of the results is shown; the hit share may differ from the screen's.

What do the screens show for `CCC(C)c1ccc(NC(=O)c2ccco2)cc1` (stereo not drawn)?
PI5P4Ka inh: 4; PTHR1 ag: -36%; GLP1R ag: -2%; EPAC1 agonist: -3%; GLP1R inv ag: inconclusive; IL2 activator: 0.2; HEK293 tox: 5%; EPAC1 antagonist: -17%; PLK1 PBD block: -11%

Results for O=C(NCCc1ccccc1F)c1[nH]c(C(F)(F)F)nc1-c1ccccc1 ?
PI5P4Ka inh: -1; PTHR1 ag: -89%; GLP1R ag: -4%; EPAC1 agonist: -3%; GLP1R inv ag: -11%; IL2 activator: -0.5; HEK293 tox: -8%; EPAC1 antagonist: 3%; PLK1 PBD block: 3%

Results for NC(=O)Nc1ccc(C(=O)OCC(=O)Nc2ccc(Cl)cn2)cc1 ?
PI5P4Ka inh: -29; PTHR1 ag: -7%; GLP1R ag: -4%; EPAC1 agonist: 8%; GLP1R inv ag: -11%; IL2 activator: 0.7; HEK293 tox: -12%; EPAC1 antagonist: 1%; PLK1 PBD block: -5%

How did CCN(CC)CCNC(=O)CCN1N=C(c2ccccc2)CCC1=O do in these assays?
PI5P4Ka inh: 6; PTHR1 ag: -12%; GLP1R ag: -2%; EPAC1 agonist: 3%; GLP1R inv ag: 16%; IL2 activator: -2.2; HEK293 tox: 4%; EPAC1 antagonist: 14%; PLK1 PBD block: -6%

How did CCCc1cc(=O)oc2c(C)c(OCC(=O)N3C[C@H]4C[C@@H](C3)c3cccc(=O)n3C4)ccc12 do in these assays?
PI5P4Ka inh: 4; PTHR1 ag: inactive; GLP1R ag: 10%; EPAC1 agonist: 5%; GLP1R inv ag: 11%; IL2 activator: -0.1; HEK293 tox: 1%; EPAC1 antagonist: -1%; PLK1 PBD block: -5%

How did CC(C)Cc1nnc(NC(=O)CCC(=O)NC2CCCc3ccccc32)s1 (stereo not drawn) do in these assays?
PI5P4Ka inh: 4; PTHR1 ag: inactive; GLP1R ag: 7%; EPAC1 agonist: -2%; GLP1R inv ag: 11%; IL2 activator: -0.8; HEK293 tox: -6%; EPAC1 antagonist: 14%; PLK1 PBD block: -4%

What do the screens show for `CCNC(=S)N(CCc1c(C)[nH]c2ccc(C)cc12)Cc1cc(OC)c(OC)c(OC)c1`?
PI5P4Ka inh: 2; PTHR1 ag: -24%; GLP1R ag: 6%; EPAC1 agonist: -2%; GLP1R inv ag: inconclusive; IL2 activator: -2.9; HEK293 tox: -20%; EPAC1 antagonist: -16%; PLK1 PBD block: 0%

Results for Cc1ccc(N(CC(=O)NCc2ccc(F)cc2)S(=O)(=O)c2c(C)n[nH]c2C)cc1 ?
PI5P4Ka inh: 1; PTHR1 ag: inactive; GLP1R ag: -5%; EPAC1 agonist: -15%; GLP1R inv ag: inconclusive; IL2 activator: -3.4; HEK293 tox: 2%; EPAC1 antagonist: 14%; PLK1 PBD block: -7%

How did CC(=O)NN1C(=O)c2ccccc2NC1c1cccc([N+](=O)[O-])c1 (stereo not drawn) do in these assays?
PI5P4Ka inh: 13; PTHR1 ag: -14%; GLP1R ag: 0%; EPAC1 agonist: -2%; GLP1R inv ag: 17%; IL2 activator: -1.6; HEK293 tox: -7%; EPAC1 antagonist: 0%; PLK1 PBD block: 3%

How did COC(=O)[C@]1(C)N[C@H](CN(C)S(=O)(=O)c2ccc(C)cc2)[C@@H]2C(=O)N(Cc3ccccc3)C(=O)[C@@H]21 do in these assays?
PI5P4Ka inh: -5; PTHR1 ag: -1%; GLP1R ag: 2%; EPAC1 agonist: -2%; GLP1R inv ag: 9%; IL2 activator: 0.2; HEK293 tox: 3%; EPAC1 antagonist: -6%; PLK1 PBD block: -14%

2 entries picked at random from the list so far:
What do the screens show for `CCNC(=S)N(CCc1c(C)[nH]c2ccc(C)cc12)Cc1cc(OC)c(OC)c(OC)c1`?
PI5P4Ka inh: 2; PTHR1 ag: -24%; GLP1R ag: 6%; EPAC1 agonist: -2%; GLP1R inv ag: inconclusive; IL2 activator: -2.9; HEK293 tox: -20%; EPAC1 antagonist: -16%; PLK1 PBD block: 0%

How did CCN(CC)CCNC(=O)CCN1N=C(c2ccccc2)CCC1=O do in these assays?
PI5P4Ka inh: 6; PTHR1 ag: -12%; GLP1R ag: -2%; EPAC1 agonist: 3%; GLP1R inv ag: 16%; IL2 activator: -2.2; HEK293 tox: 4%; EPAC1 antagonist: 14%; PLK1 PBD block: -6%

Carrying on:
How did COCCN1C(=O)C(=O)/C(=C(/O)c2cccc(OC)c2)C1c1ccc(C)o1 (stereo not drawn) do in these assays?
PI5P4Ka inh: 0; PTHR1 ag: inactive; GLP1R ag: -1%; EPAC1 agonist: 5%; GLP1R inv ag: 2%; IL2 activator: -1.0; HEK293 tox: 78%[activator]; EPAC1 antagonist: 2%; PLK1 PBD block: -17%

What do the screens show for `Cc1cc(C)nc(SCCS(=O)(=O)Cc2ccc(Cl)cc2)n1`?
PI5P4Ka inh: -8; PTHR1 ag: -9%[57.5 µM]; GLP1R ag: 13%; EPAC1 agonist: 1%; GLP1R inv ag: 8%; IL2 activator: 0.0; HEK293 tox: 2%; EPAC1 antagonist: -5%; PLK1 PBD block: -26%

How did Cc1ccc(C)c(C2C(=O)c3ccccc3C2=O)c1 do in these assays?
PI5P4Ka inh: -3; PTHR1 ag: -8%; GLP1R ag: 8%; EPAC1 agonist: 1%; GLP1R inv ag: -3%; IL2 activator: 0.6; HEK293 tox: 2%; EPAC1 antagonist: 4%; PLK1 PBD block: -6%

How did CCN(CC)C(=O)Nc1ccc(C(=O)OC)cc1 do in these assays?
PI5P4Ka inh: 1; PTHR1 ag: inconclusive; GLP1R ag: 4%; EPAC1 agonist: 6%; GLP1R inv ag: 6%; IL2 activator: -1.3; HEK293 tox: -3%; EPAC1 antagonist: 14%; PLK1 PBD block: -5%

How did CC(=O)Nc1cccc(NC(=O)c2cc([N+](=O)[O-])ccc2N2CCCCC2)c1 do in these assays?
PI5P4Ka inh: -1; PTHR1 ag: -2%; GLP1R ag: 19%; EPAC1 agonist: 5%; GLP1R inv ag: 4%; IL2 activator: 0.8; HEK293 tox: -18%; EPAC1 antagonist: -12%; PLK1 PBD block: -15%

Results for COC(=O)c1ccccc1NC(=O)CCCn1nc([N+](=O)[O-])cc1C ?
PI5P4Ka inh: 1; PTHR1 ag: -13%; GLP1R ag: 6%; EPAC1 agonist: 2%; GLP1R inv ag: -1%; IL2 activator: -0.2; HEK293 tox: -2%; EPAC1 antagonist: -6%; PLK1 PBD block: -6%

What do the screens show for `COc1ccc(S(=O)(=O)NC2CC3CCC2C3)cc1` (stereo not drawn)?
PI5P4Ka inh: 0; PTHR1 ag: 22%; GLP1R ag: -5%; EPAC1 agonist: 0%; GLP1R inv ag: 7%; IL2 activator: -3.6; HEK293 tox: -5%; EPAC1 antagonist: 0%; PLK1 PBD block: -25%

What do the screens show for `CCOc1ccccc1N(CC(=O)Nc1cccc(OC)c1)S(=O)(=O)c1ccccc1`?
PI5P4Ka inh: 2; PTHR1 ag: 2%; GLP1R ag: 20%; EPAC1 agonist: 3%; GLP1R inv ag: inconclusive; IL2 activator: -3.9; HEK293 tox: -3%; EPAC1 antagonist: -6%; PLK1 PBD block: -2%

Results for CCN(c1ccccc1)S(=O)(=O)c1cccc(C(=O)NCc2ccccc2CN2CCOCC2)c1 ?
PI5P4Ka inh: 7; PTHR1 ag: -24%; GLP1R ag: 0%; EPAC1 agonist: -6%; GLP1R inv ag: inconclusive; IL2 activator: -0.2; HEK293 tox: -17%; EPAC1 antagonist: -10%; PLK1 PBD block: -5%

Results for O=C(NCc1ccccc1)c1sc(=S)n2c1[nH]c(=O)c1ccccc12 ?
PTHR1 ag: -17%; GLP1R ag: -9%; EPAC1 agonist: 2%; GLP1R inv ag: -18%; IL2 activator: -1.0; HEK293 tox: -23%; EPAC1 antagonist: inconclusive; PLK1 PBD block: inconclusive

How did O=C(c1ccco1)N1CCN(Cc2nnnn2CCc2ccccc2)CC1 do in these assays?
PI5P4Ka inh: 0; PTHR1 ag: inactive; GLP1R ag: 0%; EPAC1 agonist: -3%; GLP1R inv ag: 9%; IL2 activator: -0.4; HEK293 tox: -2%; EPAC1 antagonist: 6%; PLK1 PBD block: -5%

What do the screens show for `COc1ccc(-n2c(C)nc(N)c2C(=O)c2ccccc2)cc1`?
PI5P4Ka inh: -2; PTHR1 ag: inactive; GLP1R ag: 7%; EPAC1 agonist: 11%; GLP1R inv ag: -5%; IL2 activator: 0.0; HEK293 tox: 0%; EPAC1 antagonist: 7%; PLK1 PBD block: 0%

Results for O=C(OCc1ccco1)c1cccnc1 ?
PI5P4Ka inh: -3; PTHR1 ag: inactive; GLP1R ag: -3%; EPAC1 agonist: -7%; GLP1R inv ag: 8%; IL2 activator: -2.6; HEK293 tox: 5%; EPAC1 antagonist: 9%; PLK1 PBD block: -11%

What do the screens show for `Cc1cc(C)cc(NC(=O)C2CCCN(c3nccc(C)n3)C2)c1` (stereo not drawn)?
PTHR1 ag: -3%[57.5 µM]; GLP1R ag: -4%; EPAC1 agonist: -14%; GLP1R inv ag: 0%; IL2 activator: -1.3; HEK293 tox: -11%; EPAC1 antagonist: 14%; PLK1 PBD block: -6%

Results for COc1ccc(C2/C(=C(/O)c3ccc4c(c3)CC(C)O4)C(=O)C(=O)N2Cc2cccnc2)cc1 (stereo not drawn) ?
PI5P4Ka inh: 13; PTHR1 ag: inactive; GLP1R ag: 2%; EPAC1 agonist: -1%; GLP1R inv ag: 15%; IL2 activator: -1.7; HEK293 tox: 5%; EPAC1 antagonist: -1%; PLK1 PBD block: -10%
